Source: PubChem BioAssay
Mdm2 ligase inh: MDM2-luciferase reporter signal enhancers, primary screen, MDM2 E3 ligase inhibitor project, cell-based, luminescence, 1536-well; signal enhancement, % at 5 µM; cell-based MDM2 ubiquitination luciferase reporter, 2 h; 0 = plate control, 100 = twice control, blank-subtracted; hit rate 0.11% among 210,000; E3 ubiquitin-protein ligase Mdm2 (Homo sapiens), Q00987;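 active = signal enhancement of 30% or more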;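 also: luminescence tracks abundance of the self-degrading MDM2-luciferase fusion protein; higher signal means inhibition of MDM2 E3 ligase activity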
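Test system: stable mammalian line carrying autodegrading MDM2–luciferase fusion reporter; quantity: 2000 cells in each well; times: 4 h cell settling then 2 h compound exposure, 37 °C; detection: luminescence with SteadyLite reagent, 15 min at room temperature; evaluation: percent signal gain over controls, blank-subtracted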
zfTRPN1 agonist: zebrafish TRPN1 channel agonists, primary screen, cell-based, HEK293, calcium fluorescence | HEK293 zebrafish TRPN1-YFP, Fluo-8 calcium fluorescence; 100% = response to 87 µM carbachol | activation, % at 3 µM | hit rate 0.18% among 220,000 | AID 1424, 2008;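 active = activation above its plate's cutoff, the mean activation of test wells on that plate plus 3 SD, cut at about 19% in these data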;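 also: 0% = DMSO alone and 100% = 87 µM carbachol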
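Material – zebrafish TRPN1-YFP in HEK293 cells · Doses – 3 µM single point · Schedule – dye 1 h 37 °C plus 30 min RT · Signal – Fluo-8 calcium fluorescence, excitation 470-495 nm, emission 515-575 nm · Read-out – % activation versus carbachol response · Control set – carbachol high, DMSO low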
Runt-SMMHC FRET: inhibitors of RUNX1 Runt–CBFb-SMMHC binding, primary screen, biochemical, FRET, Cerulean-Runt, Venus-CBFb-SMMHC, uHTS; inhibition, % at 20 µM; Cerulean-Runt/Venus-CBFb-SMMHC FRET ratio 530/480, 1 h; AID 1434, 2008; Runt-related transcription factor 1 (Homo sapiens) + Core-binding factor subunit beta …; hit rate 0.74% among 220,000;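 active = mean inhibition across duplicate retests at 20 µM reaching about 50%, limit read from the data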;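 also: 0% = DMSO wells and 100% = wells with excess untagged CBFb-SMMHC; inhibitors lower the FRET ratio by blocking Runt binding to CBFb-SMMHC; some results filed as inactive read as strong as hits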
Target sequence (Q01196 whole entry, looked up): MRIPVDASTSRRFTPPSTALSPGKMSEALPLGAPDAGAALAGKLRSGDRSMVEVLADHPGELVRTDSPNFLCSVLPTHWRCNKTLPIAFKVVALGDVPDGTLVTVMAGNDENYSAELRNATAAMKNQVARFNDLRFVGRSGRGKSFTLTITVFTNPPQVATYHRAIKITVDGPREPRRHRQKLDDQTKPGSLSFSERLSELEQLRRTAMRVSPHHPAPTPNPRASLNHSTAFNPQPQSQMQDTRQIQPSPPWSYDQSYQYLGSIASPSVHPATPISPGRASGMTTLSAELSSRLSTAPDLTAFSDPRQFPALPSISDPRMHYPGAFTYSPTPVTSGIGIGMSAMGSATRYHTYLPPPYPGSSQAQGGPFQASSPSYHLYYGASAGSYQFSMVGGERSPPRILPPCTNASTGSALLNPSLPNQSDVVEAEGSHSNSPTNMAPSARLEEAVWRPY
Target sequence (Q13951 whole entry, looked up): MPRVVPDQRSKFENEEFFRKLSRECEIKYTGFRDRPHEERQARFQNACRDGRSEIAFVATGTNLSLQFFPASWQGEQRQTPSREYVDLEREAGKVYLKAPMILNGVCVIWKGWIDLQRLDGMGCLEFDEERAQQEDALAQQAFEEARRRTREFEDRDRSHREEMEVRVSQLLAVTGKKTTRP
p47phox inh: p47phox/p22phox peptide binding inhibitors, primary screen, biochemical, uHTS, NADPH oxidase regulatory subunit; inhibition, % at 24.7 µM; hit rate 0.53% among 220,000; AID 1274, 2008; Neutrophil cytosol factor 1 (Homo sapiens), P14598; fluorescence polarization, 2 h;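 active = inhibition above about 30%, limit read from the data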;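 also: 0% = p47phox with labelled peptide and 100% = labelled peptide alone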
Target sequence (P14598 whole entry, looked up): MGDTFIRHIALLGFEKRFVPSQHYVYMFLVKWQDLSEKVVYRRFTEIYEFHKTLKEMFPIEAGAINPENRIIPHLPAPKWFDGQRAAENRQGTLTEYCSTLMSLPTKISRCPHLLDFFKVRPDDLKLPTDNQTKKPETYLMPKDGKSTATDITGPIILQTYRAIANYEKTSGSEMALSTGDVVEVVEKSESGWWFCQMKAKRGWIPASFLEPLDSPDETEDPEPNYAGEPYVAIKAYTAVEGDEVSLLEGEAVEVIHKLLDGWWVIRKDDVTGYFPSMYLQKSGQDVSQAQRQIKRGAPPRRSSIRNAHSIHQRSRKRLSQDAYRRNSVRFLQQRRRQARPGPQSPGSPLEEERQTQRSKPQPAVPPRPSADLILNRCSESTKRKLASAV
TNF necrop inh: inhibitors of TNF-alpha triggered necroptosis, primary screen, cell-based, Jurkat FADD-/-, single concentration; activation (protection from cell death), % at 10 µM; hit rate 0.068% among 220,000; Jurkat FADD-/- TNF necroptosis rescue, ATP luminescence, 24 h; 0 = TNF only, 100 = no-TNF cells;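 active = activation, meaning protection from cell death, of at least 50% relative to plate controls; inactive = activation below 50%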;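 also: necroptosis triggered by 40 ng/mL TNF-alpha added together with compound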
CHOP inhibitor: inhibitors of CHOP promoter induction, primary screen, cell-based, unfolded protein response, luciferase reporter; CHO-K1 CHOP-promoter luciferase, tunicamycin-induced, 15-18 h; inhibition, % at 10 µM; hit rate 3.8% among 220,000;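 active = compounds that reduced the stress-induced luciferase reporter signal by more than about 70% of percent inhibition, limit read from the data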;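 also: 0% = tunicamycin plus vehicle and 100% = wells without tunicamycin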
EBV gp42 inh: Epstein-Barr virus gp42 inhibitors, primary screen, biochemical, uHTS, fluorescence polarization; Fluorescence polarization binding assay, mP read-out; inhibition, % (tested at 21.74 µM); hit rate 0.42% among 220,000; AID 1085, 2008; in the data active = inhibition above about 50%
TRPML3 ag: human TRPML3 channel agonists, primary screen, cell-based, HEK293 TRPML3-YFP, Fluo-8 calcium fluorescence, 3 µM; 100% = the carbachol control signal; activation, % at 3 µM; hit rate 0.29% among 220,000; Mucolipin-3 (Homo sapiens), Q8TDD5; AID 1448, 2008;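 active = activation above its plate's cutoff, the mean activation of the plate's test wells plus 3 SD, cut at about 12% in these data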;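 also: 0% = DMSO only wells and 100% = carbachol wells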
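Material: TRPML3-YFP stable HEK293 cells | Dosing: One concentration, 3 µM nominal, 0.3% DMSO | Timing: 125 s total fluorescence read per well | Technique: Fluo-8 calcium dye fluorescence, ex 470-495, em 515-575 nm | Measure: Percent activation from peak-to-basal fluorescence ratio, scaled between DMSO and carbachol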
PPC-1+TRAIL kill: compounds killing PPC-1 cancer cells with TRAIL present, primary screen, TRAIL potentiator project, ATPLite luminescence, uHTS. PPC-1 cells + TRAIL, ATPLite viability luminescence. cell killing (% activity), % at 4 µM. hit rate 0.41% among 220,000;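 active = cell killing above 50% in the first pass at 4 µM, then a duplicate retest at 5 µM averaging 50% or more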;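 also: plate controls were cells with TRAIL plus DMSO for no effect and medium-only wells lacking cells for full effect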
Active calls of the source: *.

Screening O=C(CCCn1c(=O)[nH]c2cc(Cl)ccc2c1=O)NCCN1CCN(c2ccccc2)CC1 returned Mdm2 ligase inh 5, zfTRPN1 agonist 0.4, Runt-SMMHC FRET -2, p47phox inh -7, TNF necrop inh -2.3, CHOP inhibitor 33, EBV gp42 inh 0, TRPML3 ag -0.7 and PPC-1+TRAIL kill 8.
For Cc1cccc(Nc2nc(NCc3ccco3)nc(N)c2[N+](=O)[O-])c1 the results were Mdm2 ligase inh -2, zfTRPN1 agonist -2.8, Runt-SMMHC FRET -2, p47phox inh -2, TNF necrop inh 1.7, CHOP inhibitor 18, EBV gp42 inh -4, TRPML3 ag -0.9 and PPC-1+TRAIL kill 0.
Screening Cc1ccc(NC(=S)Nc2ccc3cn[nH]c3c2)c(C)c1 returned Mdm2 ligase inh -8, zfTRPN1 agonist 0.8, Runt-SMMHC FRET -1, p47phox inh -4, TNF necrop inh -12, CHOP inhibitor 11, EBV gp42 inh -3, TRPML3 ag -0.1 and PPC-1+TRAIL kill 26.
For CCOC(=O)c1cnc(SC)nc1Oc1cccc(NS(=O)(=O)c2ccc(C)cc2)c1 the results were Mdm2 ligase inh -7, zfTRPN1 agonist 0.1, Runt-SMMHC FRET -1, p47phox inh -10, TNF necrop inh -1.2, CHOP inhibitor -11, EBV gp42 inh 7, TRPML3 ag 0.2 and PPC-1+TRAIL kill -9.
`Cc1cc(NC(=O)Cc2ccccc2)no1` gave Mdm2 ligase inh -8, zfTRPN1 agonist 0.4, Runt-SMMHC FRET 5, p47phox inh -8, TNF necrop inh 21, CHOP inhibitor 2, EBV gp42 inh 0, TRPML3 ag 0.2 and PPC-1+TRAIL kill -12.
Screening CC(=O)c1cc(NC(=O)c2cccc(C(F)(F)F)c2)c(=O)oc1/C=C/N(C)C returned Mdm2 ligase inh -2, zfTRPN1 agonist 3.0, Runt-SMMHC FRET -17, p47phox inh -42, TNF necrop inh -3.4, CHOP inhibitor -19, EBV gp42 inh -164, TRPML3 ag 0.9 and PPC-1+TRAIL kill 8.
`O=C(COC(=O)c1ccccc1C(=O)c1ccc(Cl)cc1)NCC1CCCO1` (centres undefined) gave Mdm2 ligase inh -10, zfTRPN1 agonist 0.0, Runt-SMMHC FRET 2, p47phox inh 4, TNF necrop inh 3.6, CHOP inhibitor 12, EBV gp42 inh -5, TRPML3 ag -0.5 and PPC-1+TRAIL kill -34.
C=CCN1C(=O)C2C(C(=O)NCc3ccccc3)C3(C)C=CC2(O3)C1C(=O)NC(C)(C)C (centres undefined) was read as Mdm2 ligase inh -36, zfTRPN1 agonist 1.7, Runt-SMMHC FRET -1, p47phox inh -10, TNF necrop inh -3.0, CHOP inhibitor 15, EBV gp42 inh -8, TRPML3 ag 0.9 and PPC-1+TRAIL kill 14.
CC(C)(C)c1ccc(OC(=O)c2ccc(-n3cncn3)nc2)cc1 was read as Mdm2 ligase inh -13, zfTRPN1 agonist -0.6, Runt-SMMHC FRET -3, p47phox inh 0, TNF necrop inh 1.3, CHOP inhibitor 18, EBV gp42 inh -15, TRPML3 ag 1.0 and PPC-1+TRAIL kill -1.
For Cc1ccc(S(=O)(=O)NCC(=O)OCC(=O)Nc2cccc(S(=O)(=O)NC3=NCCCCC3)c2)cc1 the results were Mdm2 ligase inh -38, zfTRPN1 agonist -0.1, Runt-SMMHC FRET -5, p47phox inh -11, TNF necrop inh -0.5, CHOP inhibitor -10, EBV gp42 inh -12, TRPML3 ag -1.1 and PPC-1+TRAIL kill -1.
For O=c1c(C(c2ccc(O)cc2)c2c(O)nc3n(c2=O)CCCS3)c(O)nc2n1CCCS2 the results were Mdm2 ligase inh -18, zfTRPN1 agonist 0.4, Runt-SMMHC FRET 4, p47phox inh -31, TNF necrop inh -2.5, CHOP inhibitor 15, EBV gp42 inh 8, TRPML3 ag -0.4 and PPC-1+TRAIL kill 5.
`CC(=O)c1cccc(OCC(=O)N(C)CC(=O)Nc2ccc(F)cc2)c1` gave zfTRPN1 agonist 2.1, Runt-SMMHC FRET 2, p47phox inh -3, TNF necrop inh 2.0, CHOP inhibitor -5, EBV gp42 inh -16, TRPML3 ag -0.2 and PPC-1+TRAIL kill 4.
CCN(CC)C(=O)Cn1cc(C(=O)C(=O)NCCCn2ccnc2)c2ccccc21 was read as Mdm2 ligase inh 24, zfTRPN1 agonist 0.6, Runt-SMMHC FRET 0, p47phox inh 7, TNF necrop inh 0.8, CHOP inhibitor 9, EBV gp42 inh -13, TRPML3 ag 0.3 and PPC-1+TRAIL kill 12.
CN(C(=O)CSc1nnc(C(F)(F)F)n1N)C1CCS(=O)(=O)C1 (centres undefined) was read as zfTRPN1 agonist 1.9, Runt-SMMHC FRET 0, p47phox inh -12, TNF necrop inh 0.3, CHOP inhibitor -6, EBV gp42 inh -4, TRPML3 ag 0.1 and PPC-1+TRAIL kill 14.
O=C(CCS(=O)(=O)Cc1ccccc1)NC1CCCCC1 was read as Mdm2 ligase inh -14, zfTRPN1 agonist -0.2, Runt-SMMHC FRET 0, p47phox inh -25, TNF necrop inh 0.3, CHOP inhibitor 19, EBV gp42 inh -27, TRPML3 ag 0.9 and PPC-1+TRAIL kill 7.
`O=C(O)C1CC(=O)N(c2ccc(OCc3ccccc3Cl)cc2)C1` (centres undefined) gave Mdm2 ligase inh -5, zfTRPN1 agonist 0.7, Runt-SMMHC FRET 1, p47phox inh 3, TNF necrop inh 0.0, CHOP inhibitor -25, EBV gp42 inh -3, TRPML3 ag -0.2 and PPC-1+TRAIL kill 14.
Screening COc1ccc2nc(Nc3nc(-c4cc5ccccc5oc4=O)cs3)sc2c1 returned Mdm2 ligase inh -10, zfTRPN1 agonist -0.5, Runt-SMMHC FRET -31, p47phox inh -1, TNF necrop inh 1.1, CHOP inhibitor -23, EBV gp42 inh -7, TRPML3 ag 0.6 and PPC-1+TRAIL kill 10.
Screening CC(C)CC(=O)NCc1ccc2[nH]c3c(c2c1)CCCC3 returned Mdm2 ligase inh -4, zfTRPN1 agonist -1.1, Runt-SMMHC FRET 9, p47phox inh -5, TNF necrop inh 1.9, CHOP inhibitor 18, EBV gp42 inh -4, TRPML3 ag -0.4 and PPC-1+TRAIL kill 10.
`COc1cc(Nc2ncnc(N)n2)cc(OC)c1` gave Mdm2 ligase inh -13, zfTRPN1 agonist 1.6, Runt-SMMHC FRET 2, p47phox inh -6, TNF necrop inh 1.9, CHOP inhibitor 16, EBV gp42 inh -14, TRPML3 ag 0.7 and PPC-1+TRAIL kill -12.
CCCCC(=O)N1CCCC(c2nc3c(nnn3Cc3cc(C)ccc3C)c(=O)[nH]2)C1 (centres undefined) was read as Mdm2 ligase inh -11, zfTRPN1 agonist -1.8, Runt-SMMHC FRET -5, p47phox inh -3, TNF necrop inh -9.0, CHOP inhibitor 17, EBV gp42 inh -3, TRPML3 ag -1.1 and PPC-1+TRAIL kill 6.
`CCOC(=O)C(C)C1(O)c2ccccc2-c2ncccc21` (centres undefined) gave Mdm2 ligase inh -3, zfTRPN1 agonist -0.1, Runt-SMMHC FRET -3, p47phox inh 3, TNF necrop inh -1.1, CHOP inhibitor -3, EBV gp42 inh -21, TRPML3 ag 0.2 and PPC-1+TRAIL kill 15.
`O=C(NC(=S)Nc1ccccc1)c1ccc(Br)o1` gave Mdm2 ligase inh 9, zfTRPN1 agonist -1.9, Runt-SMMHC FRET 0, p47phox inh -8, TNF necrop inh -1.1, CHOP inhibitor -22, EBV gp42 inh -12, TRPML3 ag 0.2 and PPC-1+TRAIL kill 8.
For CC(Oc1ccccc1)C(=O)Nc1ccc(S(=O)(=O)NCC2CCCO2)cc1 (centres undefined) the results were Mdm2 ligase inh -4, zfTRPN1 agonist 3.6, Runt-SMMHC FRET -1, p47phox inh -10, TNF necrop inh -0.2, CHOP inhibitor 12, EBV gp42 inh -19, TRPML3 ag 0.1 and PPC-1+TRAIL kill 15.
Screening Cc1ccc2[nH]cc(C(=O)CN3CCOCC3)c2c1 returned Mdm2 ligase inh -9, zfTRPN1 agonist 1.2, Runt-SMMHC FRET 2, p47phox inh -5, TNF necrop inh -1.2, CHOP inhibitor 7, EBV gp42 inh -12, TRPML3 ag 0.2 and PPC-1+TRAIL kill -19.
Screening O=C(Nn1c(-c2ccccc2)nc2ccccc2c1=O)c1ccco1 returned Mdm2 ligase inh -17, zfTRPN1 agonist 0.1, Runt-SMMHC FRET 0, p47phox inh 5, TNF necrop inh 0.1, CHOP inhibitor 7, EBV gp42 inh -15, TRPML3 ag 0.1 and PPC-1+TRAIL kill 21.
CC1CCN(C(C(=O)O)c2ccccc2)CC1 (centres undefined) was read as Mdm2 ligase inh 8, zfTRPN1 agonist 0.0, Runt-SMMHC FRET -4, p47phox inh 0, TNF necrop inh 0.4, CHOP inhibitor 30, EBV gp42 inh -10, TRPML3 ag 0.7 and PPC-1+TRAIL kill 9.
For COC(=O)c1ccc(NC(=O)c2ccccc2SC)cc1 the results were Mdm2 ligase inh -3, zfTRPN1 agonist 1.2, Runt-SMMHC FRET 3, p47phox inh 0, TNF necrop inh 0.2, CHOP inhibitor 4, EBV gp42 inh 3, TRPML3 ag -0.5 and PPC-1+TRAIL kill 10.
`COCCNC(=O)/C(C#N)=C/c1ccc(N2CCOCC2)o1` gave Mdm2 ligase inh 8, zfTRPN1 agonist 4.9, Runt-SMMHC FRET 14, p47phox inh -11, TNF necrop inh 0.2, CHOP inhibitor 17, EBV gp42 inh -303, TRPML3 ag 2.2 and PPC-1+TRAIL kill 6.
For CCCCn1c(/N=C/c2cc(OC)ccc2O)nc2ccccc21 the results were Mdm2 ligase inh 1, zfTRPN1 agonist -0.3, Runt-SMMHC FRET -2, p47phox inh 4, TNF necrop inh -3.7, CHOP inhibitor -2, EBV gp42 inh -17, TRPML3 ag 0.2 and PPC-1+TRAIL kill -11.
